NTR1 ag: agonists of NTR1, primary screen, imaging, U2OS cells, beta-arrestin-GFP, high content (AID 493036) | NTR1-U2OS beta-arrestin-GFP spot imaging, agonist mode | activation, % at 20 µM | actives 0.17% (n = 330,000);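 active means activation at or above 40% of the spot to cytoplasm intensity ratio, with at least 20 cells analyzed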;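 further: 0% = DMSO without peptide and 100% = 100 nM NTR1 peptide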
Target sequence (P30989 whole entry, looked up): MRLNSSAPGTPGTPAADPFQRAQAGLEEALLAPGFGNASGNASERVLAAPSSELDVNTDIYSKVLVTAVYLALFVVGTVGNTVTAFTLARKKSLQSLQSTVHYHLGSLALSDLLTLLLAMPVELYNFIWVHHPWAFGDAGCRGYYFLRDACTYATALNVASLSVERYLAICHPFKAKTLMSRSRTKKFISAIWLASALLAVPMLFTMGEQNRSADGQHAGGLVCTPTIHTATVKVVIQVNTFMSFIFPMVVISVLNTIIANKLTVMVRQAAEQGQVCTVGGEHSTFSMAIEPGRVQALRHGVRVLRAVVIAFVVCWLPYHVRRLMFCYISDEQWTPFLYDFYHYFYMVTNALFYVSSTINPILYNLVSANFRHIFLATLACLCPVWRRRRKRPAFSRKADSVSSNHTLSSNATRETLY
AID2073: disruptors of CaV2.2 binding to Mint1 – biochemical, HTRF (AID 2073); HTRF protein-protein interaction, Mint1-CaV2.2; higher % means a stronger effect; inhibition, % at 20 µM, or IC50 in µM where a hit was titrated; actives 0.19% (n = 290,000); in the data active means inhibition mostly above about 51%, no sharp cut-off; further: some results filed as inactive read as strong as hits
GPR55 activation: selective activators of receptor GPR55 – imaging, U2OS cells, beta-arrestin-GFP redistribution, primary screen (AID 1961); actives 0.048% (n = 290,000); activation, % at 10 µM, or EC50 in µM where a hit was titrated; U2OS GPR55 beta-arrestin-GFP redistribution imaging; higher % means a stronger effect;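 active means activation above 40% with more than 50 cells counted in the well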;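 further: U2OS osteosarcoma cells stably expressing GPR55 and beta-arrestin-GFP; plate controls were DMSO negative control for no effect and LPI positive control for full effect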
Siah-1 displacement: Siah-1 peptide-binding antagonists, primary screen, biochemical, fluorescence polarization, rhodamine-plectin, uHTS (AID 1817). Siah-1 / rhodamine-plectin peptide fluorescence polarization; higher % means a stronger effect. one-dose displacement, % at 20 µM; IC50 in µM for titrated hits. actives 0.02% (n = 290,000);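 active means displacement of at least 50% at 20 µM, with a fluorescence ratio check between 0.3 and a set limit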;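 further: plate controls were Siah plus tracer with DMSO for no effect and tracer alone without Siah for full effect; strong numbers were not always called active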
HIV peptide binding: cell-free HIV fusion peptide-binding blockers – biochemical, uHTS, fluorescence dequenching, primary screen (AID 1986) | actives 0.3% (n = 290,000) | cell-free peptide binding, fluorescence dequenching, 30 min; higher % means a stronger effect | one-dose inhibition, % at 20 µM; IC50 in µM for titrated hits; in the data active means inhibition mostly above about 52%, no sharp cut-off; inactive means mostly below about 76%; further: some results filed as inactive read as strong as hits
K1F lysis inhibition: protection from phage-mediated lysis, alamar blue read-out – E. coli UTI89, K1F phage, bacterial capsule biogenesis inhibitors (AID 488966); inhibition, % at 100 µM, or IC50 in µM where a hit was titrated; E. coli UTI89 K1F phage lysis, alamar blue, 2 h; higher % means a stronger effect; actives 0.02% (n = 340,000);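 active means phage lysis inhibition, versus mean bacterial control, above a set limit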;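 further: capsule biogenesis inhibitors block K1F phage lysis so surviving cells raise fluorescence; higher fluorescence means more inhibition of phage lysis; actives were called in the ten point dose series up to 300 µM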
Dengue-2 NS5 capping: flavivirus cap methylation enzyme inhibition – biochemical, confirmation dose response, primary screen (AID 588689); Dengue-2 NS5 methyltransferase capping enzyme assay, biochemical; higher % means a stronger effect; one-dose inhibition, % at 25 µM; IC50 in µM for titrated hits; actives 0.3% (n = 340,000); in the data active means a potency from the dose series
GPR55 antagonists: GPR55 antagonists blocking LPI-driven arrestin recruitment, primary screen, imaging, U2OS, beta-arrestin-GFP, LPI agonist (AID 2013); U2OS GPR55 beta-arrestin-GFP translocation imaging, LPI antagonism; higher % means a stronger effect; inhibition, % at 10 µM; hits with a dose series show IC50 in µM; actives 0.13% (n = 290,000);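 active means spots per cell inhibited over 60%, with over 100 cells counted and total cytoplasm intensity under 500,000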;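 further: U2OS cells stably carrying GPR55 and arrestin-GFP stimulated by 5 µM LPI near EC80; imaged beta-arrestin-GFP aggregate spots per cell after agonist stimulation; plate controls were LPI-stimulated DMSO wells for no effect and DMSO wells without LPI for full effect; some results filed as inactive read as strong as hits; confirmed hits need IC50 under 10 µM and bright autofluorescent wells are also inconclusive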
GPR35 arrestin U2OS: GPR35 antagonists blocking zaprinast-driven arrestin recruitment, primary screen, imaging, U2OS, beta-arrestin-GFP, zaprinast agonist (AID 2058); actives 0.052% (n = 290,000); one-dose inhibition, % at 10 µM; IC50 in µM for titrated hits; U2OS GPR35 beta-arrestin-GFP translocation imaging, zaprinast antagonism; higher % means a stronger effect;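 active means inhibition of at least 50% with at least 30 cells and total cytoplasm GFP at most 10,000,000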
NTR1 ag cell count 20 µM: further read-out of NTR1 ag, marked with its call; cell count; measured here: cell count, cytotoxicity flag
Dengue-2 NS5 capping pilot replicate: second read-out of Dengue-2 NS5 capping, no call of its own (marks repeat the call); inhibition, %; measured here: pilot screen replicate inhibition
Active calls of the source: *; i = inactive; nt = no result given; [ ] = remark or other dose. Compounds as they come; overall some 1.2% were active at least once.

SMILES	NTR1 ag	NTR1 ag cell count 20 µM	AID2073	GPR55 activation	Siah-1 displacement	HIV peptide binding	K1F lysis inhibition	Dengue-2 NS5 capping	GPR55 antagonists	GPR35 arrestin U2OS	others
O=C(Cn1cc([N+](=O)[O-])cn1)N1N=C(C(F)F)CC1(O)C(F)F (stereo unspecified)	2.1	76	10%	-0.1%	8%	-1.9%	0.2%	4%	-1%	8%	Dengue-2 NS5 capping pilot replicate=1.5
O=C(Nc1ccc(Cl)cc1Cl)c1ccc(-c2ccccc2)cc1	6.3	69	0%	-0.2%	1%	-0.3%	0.4%[50 µM]	-5%	-4%	5%
Cc1cc(=O)c2c(C)nn(-c3ccccc3)c2[nH]1	-1.1	53	-1%	0.1%	1%	1.6%	0.2%	-3%	4%	6%
COc1ccc(NC(=O)CSCC(=O)Nc2ccc(S(=O)(=O)N3CCCCC3)cc2)cc1	0.6	59	0%	0.0%	2%	0.3%	-0.1%	1%	9%	-12%
Cn1nnnc1SCC(=O)NC1CCCCC1	-0.5	35	-2%	-0.2%	1%	-3.8%	1.1%	2%	-1%	-1%
Cc1cccc(NC(=O)COc2ccc3oc4c(c3c2)CCCC4)n1	0.2	71	4%	0.3%	-1%	-0.5%	0.0%	1%	-19%	0%
O=C(CCl)Nc1cn(-c2ccccc2)nc1-c1ccc(F)cc1	3.1	47	3%	-0.3%	3%	-0.3%	0.4%	-2%	-7%	-11%
COc1cccc(-c2nn(C)c3sc(C(=O)NCc4ccccn4)cc23)c1	1.9	45	25%	-0.1%	2%	-1.5%	1.9%	-9%	-2%	6%
CCCOC1(NC(=O)c2ccccc2)C(C)=CC(=O)C=C1C	-1.4	58	-44%	0.0%	-2%	2.2%	-1.3%	4%	-2%	10%
Cc1cc(C)c(C2C(C#N)=C(N)Oc3n[nH]c(C)c32)cc1CN1CCCC1 (stereo unspecified)	1.2	59	-1%	-0.2%	2%	-0.1%	3.5%	-5%	8%	-5%
CCOC(=O)N1CCN(C(=O)c2ccc(Cl)c(S(=O)(=O)N3CCCC3)c2)CC1	-0.9	70	-6%	-0.1%	1%	-0.6%	-0.8%[50 µM]	6%	7%	1%
CCCC/C(O)=C1\C(=O)CC(C)(C)CC1=Nc1ccc(OC)cc1	-0.1	84	-3%	-0.1%	-1%	-1.7%	6.3%	-1%	6%	14%
O=c1[nH]c2ccsc2c(=O)n1-c1ccc(F)c(Cl)c1	1.5	78	22%	-0.2%	0%	5.6%	0.4%	-5%	8%	13%	Dengue-2 NS5 capping pilot replicate=2.9
O=C(COc1ccccc1F)NCc1nc2ccccc2[nH]1	-0.6	77	-5%	-0.3%	7%	-0.1%	0.4%	-11%	4%	5%
Cn1c2ccc(F)cc2c2ncn(Cc3ccccn3)c(=O)c21	0.1	54	1%	-0.2%	-4%	-0.6%	-1.5%	-5%	2%	13%
O=c1[nH]c2c(c3c1CCCC3)CCCC2	1.5	42	6%	-0.1%	-1%	-2.0%	2.8%	-7%	-7%	-9%
COCCn1c(C)cc(C(=O)COC(=O)c2c(C)nn(Cc3ccccc3)c2C)c1C	-3.8	86	12%	-0.2%	6%	0.0%	-0.6%	2%	19%	6%
Cc1ccc(C)c(NC(=O)N2CCCCCC2)c1	0.2	62	2%	-0.1%	-8%	-0.9%	0.9%[50 µM]	-6%	4%	8%
Cc1nnc2n(-c3ccccc3)c(=O)c3c4c(sc3n12)COC(C)(C)C4	0.2	40	-2%	-0.2%	4%	0.0%	0.2%	-3%	-6%	-14%
Cc1ccc(OCc2cc(C(=O)N(C)Cc3cc(C4CC4)n[nH]3)no2)cc1C	2.6	66	4%	-0.1%	6%	0.3%	-0.4%	-2%	-4%	0%
COc1ccc(/C(C)=N/NC(=O)Cc2ccc(Cl)cc2)cc1	0.8	67	5%	0.6%	4%	25%	0.3%	-4%	-11%	-2%	Dengue-2 NS5 capping pilot replicate=-4.9
CCOC(=O)c1c(C)[nH]c(C(=O)C(C)OC(=O)c2cccc(OCc3c(C)noc3C)c2)c1C (stereo unspecified)	3.7	58	-4%	-0.1%	-4%	-1.5%	0.2%	-6%	3%	-18%
CC(C)(C)c1ccccc1OCC(=O)Nc1ccccc1C(=O)NCc1cccnc1	13	48	2%	0.6%	-4%	0.9%	0.6%	1%	5%	-14%
O=C(COc1c(Br)cc(Br)c2cccnc12)Nc1ccccc1F	19	56	29%	0.1%	17%	15%	-0.2%	7%	-6%	17%
CC1CCCN(c2ccc(F)cc2N)C1 (stereo unspecified)	1.8	56	-4%	-0.3%	-2%	0.3%	0.1%	-5%	-2%	5%
CCOCCCN(C(=O)Nc1ccc(CC)cc1)C1CCN(C(C)=O)CC1	0.3	61	0%	0.2%	-3%	-1.2%	5.2%	-1%	2%	12%
CCCCOc1cccc(C(=O)N(Cc2ccccc2)C2CCS(=O)(=O)C2)c1 (stereo unspecified)	0.2	53	-1%	-0.2%	6%	-0.2%	-0.9%	1%	-9%	4%
COc1ccc(-n2nc(C(=O)NCC(=O)Nc3cc(OC)ccc3OC)c3ccccc3c2=O)cc1	3.1	56	16%	-0.2%	-3%	2.9%	0.7%	2%	4%	13%
CC1CCCCN1C(=O)Cn1cc(C=O)c2ccccc21 (stereo unspecified)	-1.0	39	-6%	0.3%	8%	3.2%	-6.5%	1%	-6%	-4%
O=S(=O)(c1ccc(Br)cc1)c1cnc2ccccc2n1	-1.6	91	-8%	-0.5%	14%	-1.4%	0.0%	5%	3%	1%
CCCCC(c1nnnn1CC1CCCO1)N1CCN(c2ccccc2)CC1 (stereo unspecified)	2.0	29	0%	-0.3%	0%	-0.6%	0.0%	-5%	-1%	4%
COc1ccc(NC(=O)NNC(=O)C(C)Oc2ccc3ccccc3c2)cc1 (stereo unspecified)	-1.0	64	-10%	-0.1%	-2%	-1.4%	0.1%	-3%	3%	-5%
COc1cc(C2C(C(C)=O)=C(O)C(=O)N2CCc2c[nH]c3ccccc23)ccc1O (stereo unspecified)	-0.4	69	-9%	-0.1%	0%	-1.4%	0.3%	-2%	23%	12%
O=C(NCCc1c[nH]c2ccccc12)c1cnccn1	0.0	70	16%	0.4%	0%	0.9%	0.1%	-7%	-3%	5%
COC(=O)CSC1=C(C#N)C(c2ccc(F)cc2)CC(=O)N1 (stereo unspecified)	-3.1	99	7%	-0.2%	-6%	1.0%	0.4%	3%	4%	-5%
CCOc1ccc2nc(NCCCO)[nH]c2c1	-0.6	47	-14%	-0.4%	3%	1.1%	5.7%	-4%	-1%	0%
O=C(CNC(c1ccccc1)c1ccccc1)Nc1ccccc1F	0.7	44	-4%	0.6%	2%	1.2%	-0.1%	-7%	-4%	-1%
Cc1ccc(S(=O)(=O)N2CCC(=O)N(C(COCc3ccc(Cl)c(Cl)c3)Cc3ccccc3)CC2)cc1 (stereo unspecified)	2.5	97	11%	1.1%	0%	-0.8%	nt	nt	4%	-17%
COc1ccc(Cl)cc1C(=O)Nc1ccc(S(N)(=O)=O)cc1	2.0	72	9%	0.2%	0%	0.3%	0.2%	-2%	8%	8%
Fc1cccc2sc(Nc3nc4ccccc4s3)nc12	8.8	57	23%	-0.3%	-10%	-0.6%	0.5%	5%	19%	nt
COC(=O)C(NC(=O)c1c(C)nn(C)c1Cl)c1ccccc1 (stereo unspecified)	-0.3	52	-7%	-0.4%	5%	1.2%	0.3%	-1%	2%	-7%
CCOC(=O)N/N=C/c1ccc(OCCSc2ccc(Cl)cc2)c(OCC)c1	12	71	7%	0.1%	-7%	-2.1%	1.1%	-10%	8%	16%
COc1cc(/C=N/Nc2nc3ccccc3[nH]2)cc(OC)c1O	0.2	64	-56%	-0.2%	-15%	1.8%	9.4%	-9%	-1%	6%
COc1ccc(/C=C/C(=O)N2CCNC(=O)C2)c(OC)c1	-1.1	30	7%	-0.1%	2%	-0.7%	0.5%	-14%	9%	6%
CCCCCN(C(=O)CCC(=O)OCc1ccccc1C(F)(F)F)c1c(N)n(CCCC)c(=O)[nH]c1=O	1.3	57	14%	-0.1%	1%	1.7%	0.3%	-9%	11%	3%
Cc1c(C(=O)OCC(=O)N(CCC#N)c2ccccc2)oc2c1ccc1ccccc12	0.0	68	25%	-0.1%	-3%	-0.6%	0.0%	-7%	7%	-2%
CCCOC1CCCN(C(=O)c2cc(COc3ccc(-n4cncn4)cc3)on2)C1 (stereo unspecified)	-0.8	47	3%	-0.1%	-2%	1.1%	0.1%	2%	-14%	-16%
O=C(N/N=C/c1ccc([N+](=O)[O-])cc1)c1ccc2nc[nH]c2c1	0.1	51	-3%	0.0%	-4%	2.2%	i	-5%	-19%	15%
Cn1cccc1Cc1nnc(SCC(=O)N2CCOCC2)n1CCc1ccccc1	-0.7	61	-18%	-0.1%	2%	2.8%	4.7%	1%	5%	16%
Cc1ccccc1Nc1n[nH]c(C)c1[N+](=O)[O-]	3.1	47	-2%	0.2%	0%	-1.1%	4.5%	0%	-8%	-5%
The results go on.
SMILES	NTR1 ag	NTR1 ag cell count 20 µM	AID2073	GPR55 activation	Siah-1 displacement	HIV peptide binding	K1F lysis inhibition	Dengue-2 NS5 capping	GPR55 antagonists	GPR35 arrestin U2OS	others
Cn1c(=O)n(Cc2ccccc2)c(=O)c2c1nc1n2CCN1Cc1ccco1	-0.3	45	17%	0.1%	0%	2.3%	0.4%	-5%	8%	-2%
CN(C)C=Nc1ncc2c3ccccc3n(Cc3ccccc3)c2c1C#N	3.4	68	13%	-0.4%	2%	3.6%	0.2%	-2%	4%	4%
Cc1ccccc1C(=O)O/N=C/c1c(N2CCOCC2)n(C)c2ccccc12	4.5	83	0%	-0.1%	-3%	-2.1%	0.6%	-1%	10%	7%	Dengue-2 NS5 capping pilot replicate=-6.7
CC(C)C(=O)Nc1ccc(Nc2ccccc2)cc1	-2.2	87	-1%	0.3%	5%	0.1%	0.2%	-7%	-1%	-13%
Cc1csc2ncc(C(=O)Nc3ccc(C(F)(F)F)cc3)c(=O)n12	3.8	92	10%	-0.1%	-2%	2.0%	0.3%	0%	9%	-6%
COc1ccc(CNC(=O)c2cccc3c2C(=O)N(Cc2cccnc2)C3)cc1	2.9	96	6%	-0.1%	3%	0.6%	4.5%	-2%	6%	-13%
COc1cc(/C=N/NC(=O)C2COc3ccccc3O2)cc(OC)c1OC (stereo unspecified)	2.4	45	-4%	0.1%	-4%	0.1%	1.9%	-4%	-18%	-15%
